Screening results from PubChem.
Pemphigus Ab inh: human desmoglein-3 autoantibody binding inhibition. P32926. AID 588358. DSG3-coupled beads, scFv-anti-DSG3-GFP binding, flow cytometry; hits give low values. binding (percent of control), % at 10 µM. 310,000 tested, 0.48% active;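 active = binding more than 3 SD below its plate's average and above zero; inconclusive = below that plate limit but binding exactly zero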;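 note: hits lower antibody fragment binding to DSG3; some compounds called inactive have numbers as strong as hits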
PKA-R1A act: activators of PKA-R1A complex; PKA-R1A dissociation, Cy5-IP20 fluorescence polarization; scaled: DMSO 0%, 113 µM cGMP 100%; activation, % at 11.4 µM; 340,000 tested, 0.083% active; AID 504707;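 active = percent activation above the mean of all tested compounds plus 3 SD, cut at about 19% in these data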;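 note: higher means more PKAc released from R1A so a rise in polarization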
NSD2 inh: inhibitors of human histone methyltransferase NSD2. AID 743445. 310,000 tested, 0.54% active. inhibition, % at 12.5 µM. NSD2 peptide methylation, AlphaScreen, 120 min; in the data active = inhibition above about 50%
dFosB act: activators of mouse delta FosB homodimer | P13346 | purified delta FosB, TAMRA-CDK5 oligo fluorescence polarization; percent of positive-control signal above neutral wells | activation, % at 25 µM | 340,000 tested, 0.99% active | AID 493131;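 active = mean activation above about 17%, with every replicate also reaching it, limit read from the data, passing the limit was not always enough; inconclusive = only one of the two conditions met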;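 note: fluorescence polarization rise as delta FosB binds a TAMRA Cdk5 AP-1 oligo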
Arr AP2 block: blocks beta-arrestin peptide binding to AP2 adaptin; 340,000 tested, 0.31% active; FITC-arrestin peptide / GST-AP2 beads, flow cytometry; AP2 beta2 appendage carries R879A mutation; inhibition, % at 10 µM;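 active = inhibition above a set limit, near 3 SD of compounds lacking own fluorescence, cut at about 54% in these data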;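 note: plate controls were DMSO wells for no effect and 5 µM unlabelled arrestin peptide for full effect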
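System: GST-tagged AP2 beta2-adaptin appendage (R879A) on 4 µm glutathione beads / Reagent: FITC-arrestin peptide, 50 nM / Detection: HyperCyt-sampled flow cytometry, FL1 channel, ex 488/em 535 nm / Timing: 12 min plus 1 h, RT / Buffer or medium: PBS plus Tween 20 (0.05%) and BSA (0.1%)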
SR-BI DiI-HDL act: SR-BI HDL lipid transfer activation | CHO ldlA[mSR-BI] cells, DiI-HDL uptake fluorescence, 3 h; 100 = double the neutral-control signal | activation, % at 12.5 µM | 320,000 tested, 0.096% active | AID 504775;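 active = mean replicate activation of at least 60% and every replicate at or above 60%; inconclusive = mean or all-replicate condition met, but not both; inactive = mean below 60% and not all replicates reaching 60%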;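 note: 0% = median plate neutral-control signal and 100% = twice that signal; values of inactives mirror those of a sister screen read the other way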
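Test system: SR-BI-overexpressing, LDLR-lacking CHO cells; Medium: Ham's F12 with 0.5% BSA, HEPES 25 mM, pH 7.4; Schedule: 3 h, 37 °C; Technique: bottom-read fluorescence, 550/595 nm.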
MITF TRPM1 HTS: activators of MITF-driven TRPM1 promoter activity in SK-MEL-5 cells. SK-MEL-5 TRPM1-promoter luciferase, 24 h; % of positive control, neutral wells = 0. 300,000 tested, 0.75% active. activation, % at 12.5 µM;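 active = mean activation of at least 80% with every replicate also reaching 80%; inconclusive = mean reaches 80% but some replicate falls short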;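 note: 0% = neutral control wells and 100% = parthenolide positive control wells; values of inactives mirror those of a sister screen read the other way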
CDK5 p35 inh: inhibitors of human CDK5/p35 kinase; Q00535+Q15078; Recombinant CDK5/p35, ADP-Glo luminescence, 60 min; inhibition, % at 10 µM; 330,000 tested, 0.01% active; AID 488839;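 active = highest replicate inhibition of at least 50% and at least 75% of replicates reaching 50%; inconclusive = only one of the two criteria met; inactive = both criteria failed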;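 note: plate controls were DMSO neutral control for no effect and GW8510 at 10 µM for full effect; many of its hits are not listed in these tables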
Target sequence (Q00535 whole entry, looked up): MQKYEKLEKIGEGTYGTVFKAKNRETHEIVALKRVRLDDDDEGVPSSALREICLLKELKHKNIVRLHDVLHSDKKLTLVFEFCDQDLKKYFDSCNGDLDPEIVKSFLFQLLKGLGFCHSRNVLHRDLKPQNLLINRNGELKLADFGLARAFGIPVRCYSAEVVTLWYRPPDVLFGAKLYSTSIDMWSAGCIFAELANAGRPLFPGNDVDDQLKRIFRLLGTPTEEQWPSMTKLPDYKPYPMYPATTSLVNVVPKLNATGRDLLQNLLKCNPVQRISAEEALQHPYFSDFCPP
Target sequence (Q15078 whole entry, looked up): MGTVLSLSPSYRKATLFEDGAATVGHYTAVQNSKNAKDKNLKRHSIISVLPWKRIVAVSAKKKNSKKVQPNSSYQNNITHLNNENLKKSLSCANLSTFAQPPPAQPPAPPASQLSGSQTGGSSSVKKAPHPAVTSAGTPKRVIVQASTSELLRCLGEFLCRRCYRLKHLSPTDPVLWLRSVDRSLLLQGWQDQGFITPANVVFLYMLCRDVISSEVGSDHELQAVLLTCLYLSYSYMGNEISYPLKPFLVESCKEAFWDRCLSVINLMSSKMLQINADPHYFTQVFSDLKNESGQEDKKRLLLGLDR
SR-BI HDL uptake: mouse SR-BI HDL lipid transfer inhibition; Q61009; ldlA[mSR-BI] CHO cells, DiI-HDL uptake fluorescence, 3 h; inhibition, % at 12.5 µM; 320,000 tested, 0.96% active;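 active = mean replicate inhibition of at least 70% and a set share of replicates each scoring 70 or more; inconclusive = meets just one of the two criteria; inactive = fails both criteria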;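 note: 0% = median of neutral control wells and 100% = median of positive control wells; values of inactives mirror those of a sister screen read the other way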
PKA-R2B act: activates the human PKA-R2B holoenzyme complex | P22694+P31323 | PKA-R2B holoenzyme dissociation, Cy5-IP20 fluorescence polarization; R2B truncated from residue 108, S112A mutant; 0% DMSO only, 100% 113 µM cGMP | activation, % at 11.4 µM | 340,000 tested, 0.079% active | AID 504700;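 active = activation above a cutoff set at the mean over all compounds plus 3 SD, cut at about 18% in these data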;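 note: higher means more holoenzyme dissociation and a rise in polarization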
Target sequence (P31323 whole entry, looked up, other chains not shown, the tested form may be a part): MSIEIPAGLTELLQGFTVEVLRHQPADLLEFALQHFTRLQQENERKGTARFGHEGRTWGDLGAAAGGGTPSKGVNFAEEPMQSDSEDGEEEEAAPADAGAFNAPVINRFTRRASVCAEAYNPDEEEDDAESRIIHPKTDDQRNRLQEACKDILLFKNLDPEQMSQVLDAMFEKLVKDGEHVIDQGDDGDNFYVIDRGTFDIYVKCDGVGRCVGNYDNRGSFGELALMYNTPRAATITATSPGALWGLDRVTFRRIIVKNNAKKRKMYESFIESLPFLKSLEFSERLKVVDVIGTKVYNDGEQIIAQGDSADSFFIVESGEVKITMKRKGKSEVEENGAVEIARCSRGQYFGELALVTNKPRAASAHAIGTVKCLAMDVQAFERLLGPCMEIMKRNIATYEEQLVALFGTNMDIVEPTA
Mot1-301 SUMO: inhibitors of SUMOylation pathway: yeast Mot1-301 growth rescue; S. cerevisiae Mot1-301 growth rescue, ATP luminescence, 38.5C; percent above DMSO median, 100 means doubled; 320,000 tested, 1% active; growth rescue, % at 18.8 µM;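 active = every valid replicate shows activation above 250% relative to neutral control wells; inactive = the rest, any valid replicate at or below 250%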;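 note: OY570 slx delta 5 strain wells were the positive control but not used for scaling; some compounds called inactive have numbers as strong as hits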
* hit, by the source's call; ? = inconclusive; / = not tested or not shown. Compounds were not picked by outcome; any-hit rate near 4.7%.

SMILES	Pemphigus Ab inh	PKA-R1A act	NSD2 inh	dFosB act	Arr AP2 block	SR-BI DiI-HDL act	MITF TRPM1 HTS	CDK5 p35 inh	SR-BI HDL uptake	PKA-R2B act	Mot1-301 SUMO
C=CCSc1nnc(NC(=O)Cn2cnc3c2c(=O)n(C)c(=O)n3C)s1	116	-9	3	-3	-17	15	-3	1.4	-15	-4	6
CCCN(CCC)Cc1c(C(=O)N/N=C/c2ccc(C)o2)nnn1-c1nonc1N	/	7	-9	-8	-12	-8	-2	0.9	8	4	3
CN(Cc1c(C(=O)N/N=C/c2cccc(F)c2)nnn1-c1nonc1N)C1CCCCC1	/	-13	0	-17	3	29	-6	2.7	-29	-1	-1
O=C(O)c1cccc(S(=O)(=O)Nc2cccc(S(=O)(=O)Nc3ccc(Br)cc3)c2)c1	103	-5	2	-7	11	6	-3	-1.5	-6	-3	/
O=C(Nc1ccc(Nc2ccccc2)cc1)C1CC1	95	-8	/	2	16	-7	/	0.5	7	1	19
O=C(COC(=O)c1ccc([N+](=O)[O-])s1)NC(c1ccccc1)c1ccccc1	96	-4	-2	-1	5	37	-13	1.7	-37	-7	44
O=C1OC(Cc2ccccn2)C(O)=C1C1=NCCCN1 (centres undefined)	121	-4	-2	-2	-7	18	1	-1.9	-18	-10	375*
COCCn1c(SC(C)C(=O)NC2CCCCC2C)nc2ccccc2c1=O (centres undefined)	102	-1	-3	-5	-2	-2	-5	-0.6	2	-7	-9
Cc1ccc(S(=O)(=O)Nc2ccc(Cl)cc2C(=O)c2ccccc2)cc1	104	-2	2	-13	22	-23	-1	-0.2	23	-4	-2
O=C(/C(Cl)=C/Nc1ccc(Br)cn1)C(F)(F)F	100	-2	-2	-3	10	7	14	-0.2	-7	-2	-10
O=C(CCN1CCOCC1)NCC1COc2ccccc2O1 (centres undefined)	109	3	56*	-8	-4	-6	/	1.3	6	-6	3
CCOC(=O)CC(=O)CSc1n[nH]c(=O)[nH]c1=O	102	-5	0	2	8	/	-7	-0.5	/	-3	-7
CC1=C([N+](=O)[O-])C(c2ccc(O)c(O)c2)NC(=O)N1 (centres undefined)	99	-1	3	-10	17	3	8	0.5	-3	-6	72
Cc1nc(OCc2c(C)noc2C)c2ccccc2n1	101	-5	-2	4	16	4	-4	2.7	-4	-2	-13
CC(=O)c1cccc(NC(=O)Nc2ccccc2)c1	96	3	-2	-6	17	1	39	0.1	-1	0	-15
CN(C)CCNC(=S)NC1CCCCC1	96	-14	2	5	-7	8	5	0.1	-8	-2	-42
CCCC(=O)Nc1c(C)nn(C(=O)CCC)c1C	/	-4	-1	-2	-2	7	-2	-0.2	-7	1	-14
CCN(CC)S(=O)(=O)c1cc(C(=O)OCC(=O)c2ccc3c(c2)NC(=O)CO3)ccc1Cl	102	-13	-3	5	30	-43	/	0.3	43	4	-3
Cn1c(=O)n(CCCOc2ccc(Br)cc2)c2ccccc21	97	-15	-5	-13	-3	2	-9	1.6	-2	-14	-23
Cc1noc(C)c1CSCC(=O)Nc1ccccc1N1CCCCC1	104	-2	/	-3	32	-11	8	1.6	11	2	-2
Cc1ccc2c(C)c(C(=O)Nc3ccc(S(=O)(=O)Nc4onc(C)c4C)cc3)oc2c1	96	-2	11	-3	48	5	-13	0.1	-5	12	-14
CCc1ccc(C(=O)CN2C(=O)NC3(CCOc4ccccc43)C2=O)s1 (centres undefined)	/	-18	1	-3	-16	1	10	-0.1	-1	-7	0
CCOC(=O)CSc1cc(C)nc(NC(C)=O)n1	113	-8	2	3	0	25	0	-3.6	-25	-3	174
Cc1ccc(C(=O)N2CCN(c3ccc(F)cc3)CC2)cc1S(=O)(=O)N1CCCCC1	/	5	2	-15	13	-12	-13	-1.6	12	-3	-4
CC(C)CSC1=NSC2=NC(=O)/C(=C\c3coc4ccccc4c3=O)C(=N)N12	96	8	12	-16	-1	-32	1	0.0	32	-6	-20
Next structures.
SMILES	Pemphigus Ab inh	PKA-R1A act	NSD2 inh	dFosB act	Arr AP2 block	SR-BI DiI-HDL act	MITF TRPM1 HTS	CDK5 p35 inh	SR-BI HDL uptake	PKA-R2B act	Mot1-301 SUMO
CCCCN(CC)S(=O)(=O)c1ccc(C(=O)Nc2nnc(CSC)o2)cc1	115	4	1	-2	3	47	-13	1.4	-47	-5	244
CCOC(=O)c1ccc(NC(=S)NCCCn2ccnc2)cc1	104	6	32	-11	2	10	10	-2.2	-10	-4	133
O=C(O)c1ccc2c(c1)C(=O)N(c1ccccc1-c1ccccc1)C2=O	104	-5	-3	-2	-17	25	3	0.0	-25	-3	1
CC(=O)n1cc([C@H]2C=C(C(=O)O)O[C@@H](OCCCCO)C2)c2ccccc21	113	7	/	-1	2	11	-8	-2.7	-11	-5	193
CC(C)=CC(=O)Nc1ccc(S(=O)(=O)Nc2onc(C)c2C)cc1	116	-8	-3	7	-4	3	/	0.4	-3	5	-7
O=c1[nH][nH]cc1C=Nc1ccc(Cl)cc1Cl	95	-11	10	1	-9	24	-4	-2.2	-24	-11	11
Cc1cc(C)c2c(c1)SC1=NC(c3ccccc3)(C(F)(F)F)NC(=O)N12 (centres undefined)	/	3	3	-5	0	-37	-1	1.2	37	5	-17
COc1ccccc1N(C(=O)CNC(=O)c1ccco1)C(C(=O)NCC1CCCO1)c1ccccc1 (centres undefined)	109	-1	-9	-5	14	/	/	-0.7	/	-4	22
Cc1ccc(N2CC(=O)N(NC(=O)Nc3ccc(Cl)c(Cl)c3)CC2=O)cc1	116	0	-1	?	-4	-1	/	1.7	1	-3	3
O=C(NC(NNc1ccc([N+](=O)[O-])cc1)(C(F)(F)F)C(F)(F)F)c1ccc(F)cc1	95	-2	2	3	-4	-8	-7	/	8	7	14
COc1ccc(N2CCN(C(=O)[C@H](C)N3C(=O)C4CC=CCC4C3=O)CC2)cc1 (some centres undefined)	100	1	-2	6	4	4	21	-0.3	-4	-4	-1
CNC(=O)C(=O)Nc1c(O)c2ccccc2[nH]c1=O	98	-4	2	-1	22	7	-2	-2.1	-7	-1	-11
CC1(C)CC(N2CCC(=O)NC2=S)CC(C)(C)N1	101	2	0	-10	5	12	1	3.7	-12	-6	0
O=C(NCC(c1cccs1)N1CCOCC1)c1cc(=O)[nH]c2ccccc12 (centres undefined)	104	-1	-4	6	27	34	-5	0.4	-34	-1	-6
Cc1ccccc1NC(=O)CSCCN1C(=O)c2ccccc2C1=O	93	-6	/	-2	11	2	2	-0.2	-2	3	13
O=C1C2C3C=CC(C3)C2C(=O)N1c1n[nH]c(CCc2ccccc2)n1 (centres undefined)	119	-1	-2	0	-7	13	-7	-1.6	-13	-11	-1
CCOC(=O)CSc1ccc2nnc(-c3cccs3)n2n1	104	-2	/	-14	-1	-5	-3	0.5	5	-17	-1
CC1(C)C2CC=C(/C=N/NC(=O)c3ccccc3Br)C1C2 (centres undefined)	109	-4	-2	-1	8	17	-6	-2.4	-17	-13	-30
COc1ccc(/C=N\NC(=O)COc2ccccc2)c(C(=O)O)c1OC	88	-2	-2	-3	29	23	2	-0.4	-23	-7	10
CCn1ncc(Cl)c1C(=O)NC(C)c1ccccc1 (centres undefined)	/	-7	2	-2	-1	22	-2	-0.3	-22	4	-14
O=C(/C=C/c1ccc(Cl)cc1)NC(=S)Nc1ccccc1C(=O)O	86	-7	/	-3	18	/	-10	2.5	/	-11	-28
COc1ccc2nc(N/C(N)=N/C(=S)Nc3cccc(C)c3)nc(C)c2c1	110	-15	0	7	13	-61	17	0.5	61	0	/
Cc1ccc(C(OCC(O)CNC(C)c2ccccc2)c2ccccc2)cc1 (centres undefined)	113	12	5	3	-1	2	-16	-1.2	-2	5	/
O=C(/C=C/c1cccc([N+](=O)[O-])c1)OCC(=O)N1CCN(C(=O)c2ccco2)CC1	93	14	4	0	27	-12	1	1.2	12	-2	-15
c1ccc2c(c1)Oc1ccccc1S2	103	-10	/	-5	6	4	10	-0.2	-4	0	2

Single entries from the entries so far:
`CCOC(=O)CC(=O)CSc1n[nH]c(=O)[nH]c1=O` in Pemphigus Ab inh has 102
`O=C(/C(Cl)=C/Nc1ccc(Br)cn1)C(F)(F)F` in dFosB act has -3
`CC(=O)n1cc([C@H]2C=C(C(=O)O)O[C@@H](OCCCCO)C2)c2ccccc21` in Mot1-301 SUMO has 193

The listing picks up; the 2 compounds before the break are reprinted first.
SMILES	Pemphigus Ab inh	PKA-R1A act	NSD2 inh	dFosB act	Arr AP2 block	SR-BI DiI-HDL act	MITF TRPM1 HTS	CDK5 p35 inh	SR-BI HDL uptake	PKA-R2B act	Mot1-301 SUMO
O=C(/C=C/c1cccc([N+](=O)[O-])c1)OCC(=O)N1CCN(C(=O)c2ccco2)CC1	93	14	4	0	27	-12	1	1.2	12	-2	-15
c1ccc2c(c1)Oc1ccccc1S2	103	-10	/	-5	6	4	10	-0.2	-4	0	2
Cc1occc1C(=O)NCc1ccc2c(c1)OCO2	105	-3	8	5	14	/	-1	1.2	-24	-11	-16
Cn1c(=O)c2c(SCC(=O)Nc3ccccc3F)nc(-c3ccccc3F)nc2n(C)c1=O	106	-2	0	15	32	-42	-39	-0.7	42	-6	-5
CN(C)S(=O)(=O)c1ccc(N2CCCC2)c(C(=O)NC2(C)CCS(=O)(=O)C2)c1 (centres undefined)	102	2	-1	-7	-7	11	-4	0.0	-11	0	-6
Cc1ccc(CCNC(=O)C2CCCN(C(=O)c3cc4sccc4n3C)C2)cc1 (centres undefined)	86	5	0	-9	-2	-36	5	-0.3	36	-8	193
CCNC(=O)CC1C(=O)N(c2ccc(C)cc2)C(=O)N1Cc1ccccn1 (centres undefined)	91	1	4	-15	0	22	2	-0.1	-22	-16	17
O=C(NCc1ccccc1Cl)C1CCC(CNc2c(N3CCOCC3)c(=O)c2=O)CC1 (centres undefined)	99	10	0	-4	22	16	8	1.1	-16	-5	-10
CCc1c(C)sc(NC(=S)N2CC(C)OC(C)C2)c1C(=O)OC (centres undefined)	90	3	/	-11	-1	-26	-2	-0.7	26	2	-1
